# Screening data as filed in PubChem BioAssay.
# Tau fibril ThT = blocks human tau fibril formation measured by thioflavin T; P10636; recombinant tau K18 P301L, heparin-induced fibrillization, ThT fluorescence; Potency, µM (doses to about 57.4 µM), for the others: at the highest dose activity, negative = inhibition, actives largely listed as inhibitors; 2.1% of 270,000 active; AID 1460; note: nearly all actives have a fitted effect of over 55% in size
# Target sequence (P10636 561-689 P618L limits assumed): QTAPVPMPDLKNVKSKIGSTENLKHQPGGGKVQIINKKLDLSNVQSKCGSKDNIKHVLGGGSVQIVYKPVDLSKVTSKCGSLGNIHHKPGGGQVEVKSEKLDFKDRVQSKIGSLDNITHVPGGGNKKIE
#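 ThT emission at 510 nm, taken 1 hr after adding 30 uM dye, quantifies aggregates formed when 20 uM heparin acts on human tau K18 P301L for 6 hr at 37 C.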
# Tau fluor counter = counter-screen for tau fibril formation inhibitors; tau K18 P301L (four-repeat tau fragment) Alexa594 fluorescence, heparin fibrillization; Potency, µM (doses to about 57.7 µM), without a hit: at the top dose activity change, negative = decrease; 0.93% of 280,000 active; AID 1463; note: nearly all actives have a fitted effect of over 55% in size
#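 Human K18 P301L tau (15 uM unlabeled plus 0.24 uM Alexa 594-labeled, final) in 100 mM sodium acetate pH 7 was mixed with compound and 20 uM heparin and incubated 6 hr at 37 C.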
# ALDH1A1 block = blocks purified human ALDH1A1 activity. P00352. Purified ALDH1A1, NADH fluorescence, propionaldehyde substrate. Potency, µM (highest dose often 75.3 µM), inactives show top-dose activity, negative = inhibition, usual class: inhibitors. 7.3% of 220,000 active. AID 1030; active = well fitted inhibition curve with a large enough effect, not every such curve was filed as active; inconclusive = small, poorly fitted or top-dose-only effect, or another doubt; inactive = no such curve, though single readings can be large or run the other way;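 note: plate controls were no enzyme wells and a reference inhibitor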
# Target sequence (P00352 whole entry, looked up): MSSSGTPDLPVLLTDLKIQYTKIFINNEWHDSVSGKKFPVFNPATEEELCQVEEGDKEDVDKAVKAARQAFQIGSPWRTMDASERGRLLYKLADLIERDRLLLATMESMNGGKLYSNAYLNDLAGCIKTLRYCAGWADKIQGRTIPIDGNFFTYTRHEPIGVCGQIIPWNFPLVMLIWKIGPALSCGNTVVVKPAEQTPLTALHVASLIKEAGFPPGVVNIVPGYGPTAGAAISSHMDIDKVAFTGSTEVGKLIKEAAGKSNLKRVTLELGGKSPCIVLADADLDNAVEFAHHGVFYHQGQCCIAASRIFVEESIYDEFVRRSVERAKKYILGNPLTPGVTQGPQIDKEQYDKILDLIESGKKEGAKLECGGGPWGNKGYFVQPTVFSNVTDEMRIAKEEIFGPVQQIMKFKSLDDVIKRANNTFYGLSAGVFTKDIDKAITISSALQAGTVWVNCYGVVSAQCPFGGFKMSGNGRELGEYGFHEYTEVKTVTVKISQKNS
# Tau FP inhib = inhibitors of human tau fibril formation; P10636; K18 P301L tau heparin fibrillization, Alexa594 FP, 6 h; Potency, µM (highest dose often 57.7 µM), inactives show top-dose activity, negative = inhibition, hits mostly inhibitors; 0.39% of 280,000 active; AID 1468; note: nearly all actives have a fitted effect of over 55% in size
#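 Quantitative HTS format: compounds meet 15 uM recombinant K18 P301L tau and Alexa 594-tau tracer in 100 mM sodium acetate pH 7; 20 uM heparin triggers fibrillization at 37 C over 6 hr; FP gives the signal.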
# GLA spleen mod = alpha-galactosidase A (human) modulation | AID 2107 | human spleen homogenate, 4MU-alpha-Gal fluorescence, 40 min | Potency, µM (series often up to 80 µM), inactives show at the highest dose activity change, negative = inhibition, most hits filed as inhibitors | 0.008% of 240,000 active | P06280;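 note: 0% = enzyme with vehicle and -100% = no enzyme basal signal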
#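 Spleen homogenate 1 ug + cpd (titration) + 4-MU-alpha-D-galactopyranoside 1 mM; 37C 40 min; 50 mM citrate/phosphate pH 5.0, 0.01% Tween-20; stop pH 10; fluorescence 365/440; AC50 via Hill.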
# TR SRC2 fluor cs = Texas Red fluorescence interference in TRb-SRC2 counter-screen | TRb/SRC2 Texas Red total fluorescence interference | Potency, µM (highest dose often 106 µM), inactives show at the highest dose fluorescence change, negative = quenching | 0.29% of 280,000 active; active = well fitted curve in either direction with a large enough effect; inconclusive = small, poorly fitted or top-dose-only effect
#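 Flags fluorescent or light-absorbing compounds by total fluorescence, S + 2P, at 555 nm excitation and 632 nm emission. Mixture: 20 nM Texas Red SRC2 peptide, 0.6 uM human TRb LBD, 1 uM T3, 5% DMSO; compound exposure 5 h at ambient temperature.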
# L3MBTL1 block = blocks human L3MBTL1; AID 485360; AlphaScreen L3MBTL1–H3K9me1 peptide binding; 0.66% of 230,000 active; Potency, µM (titrated, usually from 57.1 µM), without a hit: top-dose activity, negative = inhibition, usual class: inhibitors; note: nearly all actives have a fitted effect of over 60% in size
#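 L3MBTL1 (50 nM) pre-complexed 30 min with biotinylated H3(1-15)K9me1 peptide (75 nM), then compounds added for 30 min at room temperature; AlphaScreen streptavidin donor/nickel chelate acceptor beads (10 ug/mL final) read after 30 min dark incubation.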
# TRb SRC2 PPI = TRbeta-SRC2 interaction inhibition | TRbeta-SRC2 peptide binding, fluorescence polarization; receptor liganded with 1 µM T3 | 0.065% of 280,000 active | Potency, µM (highest dose often 106 µM), for the others: top-dose activity change, negative = inhibition, hits mostly inhibitors | P10828;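 note: plate controls were bound peptide for no effect and peptide without receptor for full effect; nearly all actives have a fitted effect of over 50% in size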
# Target sequence (P10828 whole entry, looked up): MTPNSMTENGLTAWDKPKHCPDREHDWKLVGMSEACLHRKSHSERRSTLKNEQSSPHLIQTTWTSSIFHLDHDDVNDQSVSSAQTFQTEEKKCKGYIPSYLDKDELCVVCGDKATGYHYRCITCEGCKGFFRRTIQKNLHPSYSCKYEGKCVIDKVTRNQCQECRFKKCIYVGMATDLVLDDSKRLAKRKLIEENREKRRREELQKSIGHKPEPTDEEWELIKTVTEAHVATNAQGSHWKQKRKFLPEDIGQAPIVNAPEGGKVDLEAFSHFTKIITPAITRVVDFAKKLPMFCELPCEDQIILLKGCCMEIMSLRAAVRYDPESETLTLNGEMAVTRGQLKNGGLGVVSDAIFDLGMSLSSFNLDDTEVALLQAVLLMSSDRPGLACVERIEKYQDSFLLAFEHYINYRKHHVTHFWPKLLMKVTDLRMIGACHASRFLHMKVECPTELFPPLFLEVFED
#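 Fluorescence polarization of 20 nM Texas Red SRC2 peptide (20-aa NR interaction domain) bound to 0.6 uM human TRb ligand-binding domain, with 1 uM T3, after 5 hr at ambient temperature; inhibition seen as decreased polarization.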
# * marks the source's active call; other numbers are inactive results; u = inconclusive; x = not tested or not shown; [ ] = dose if it differs, or a comment. Unless noted, calls come from the whole dose curve; as a rule, active = well fitted curve in the direction sought with a large enough effect; inconclusive = small, poorly fitted or top-dose-only effect, or another doubt; inactive = no such curve, though single readings can be large; an effect the other way counts as inactive or inconclusive. Unless noted, % is set by controls: 0 for no effect and ±100 for the full control effect; potency is the fitted concentration of half-maximal effect.
1: CCCc1cc(=O)[nH]c(SCC(=O)Nc2ccc(Br)cc2Br)n1
2: Cc1cc(-c2c(C)[nH]n(-c3ccc(Cl)cc3)c2=O)n(-c2ccccc2)n1
3: O/N=C/c1ccc(-c2ccccc2OC(F)(F)F)o1
4: CCOc1ccc(CC(=O)Nc2c(C(N)=O)oc3ccc(Br)cc23)cc1OCC
5: CCN(Cc1ccccc1)C(c1ccccn1)c1nnnn1C(C)(C)CC (centres undefined)
6: COc1ccc(C(=O)Nc2ccc(F)cc2F)cc1OC

compound no.,1,2,3,4,5,6
Tau fibril ThT,-15%,-18%,-15%,2%,-6%,-4%
Tau fluor counter,-11%,-11%,-18%,-27%,-3%,0%
ALDH1A1 block,-8%,-5%,u,13%,4%,4%
Tau FP inhib,-2%,0%,-10%,u,4%,-2%
GLA spleen mod,11%,1%,2%,-8%,9%,2%
TR SRC2 fluor cs,7%,-1%,-6%,-4%,2%,-1%
L3MBTL1 block,-6%,1%,-24%,4%,0%,9%
TRb SRC2 PPI,-11%,1%,-4%,-1%,6%,-11%

7: COC(=O)c1cc(-n2cccc2)ccc1N1CCOCC1
8: CCOc1ccc(CC(=O)Nc2nccs2)cc1
9: CC1=C(C(=O)OC(C)C)C(/C=C/c2ccccc2)NC(=O)N1 (centres undefined)
10: CCc1ccccc1NC(=O)Nc1nnc(N(CC)c2ccccc2)s1
11: Cc1ccc2c(c1)C(C)CC(C)(C)N2C(=O)NC1CCCCC1 (centres undefined)
12: O=C(Nc1ccccc1Cl)Nc1cccnc1Cl

compound no.,7,8,9,10,11,12
Tau fibril ThT,-5%,-2%,-5%,0%,-7%,-10%
Tau fluor counter,3%,-7%,-5%,2%,-6%,-8%
ALDH1A1 block,1%,-1%,-1%,x,-7%,-9%
Tau FP inhib,-3%,-9%,-12%,10%,5%,1%
GLA spleen mod,-7%,-24%,5%,x,-5%,-4%
TR SRC2 fluor cs,-8%,-6%,0%,-1%,1%,-2%
L3MBTL1 block,-12%,8%,0%,x,-1%,x
TRb SRC2 PPI,-5%,-3%,-8%,0%,-9%,6%

13: CCOC(=O)[C@]1(C(NC(=O)OC)c2cccc(C)c2)CCCC1=O (some centres undefined)
14: CC(=O)N1CC=CC1(CC(C)C)C(=O)NCCN1CCOCC1 (centres undefined)
15: CCC(=O)Nc1ccc(SC#N)cc1C
16: COc1cccc(-n2c([S-])c(C(=O)Nc3ccc(S(=O)(=O)N4CCOCC4)cc3)[n+]3cc(C(N)=O)ccc23)c1
17: O=C(N/N=C\c1ccc(O)c([N+](=O)[O-])c1)C1COc2ccccc2O1 (centres undefined)
18: COc1ccc(S(=O)(=O)N2CCC(C(=O)N3CCc4ccccc4C3)CC2)cc1Cl

compound no.,13,14,15,16,17,18
Tau fibril ThT,-7%[11.5 µM],-3%,8.9µM*,-10%,10µM*,-18%
Tau fluor counter,-8%[11.6 µM],-5%,-22%,-27%,-12%,-16%
ALDH1A1 block,7%[13.5 µM],-3%,2.5µM*,u,x,u
Tau FP inhib,-5%[11.6 µM],0%,u,-15%,u,-4%
GLA spleen mod,22%[17.5 µM],0%,6%,-3%,22%,-3%
TR SRC2 fluor cs,-9%[11.2 µM],0%,-4%,-7%,-9%,2%
L3MBTL1 block,x,-5%,x,-1%,-14%,x
TRb SRC2 PPI,6%[11.2 µM],-1%,-2%,3%,-5%,3%

19: CN(C)CCN(C(=O)c1ccc2c(c1)OCCO2)c1nc2ccc(Cl)cc2s1
20: Nc1cc(N)nc(SCCN2CCCCC2)n1
21: Cc1ccc(CNC(=O)COC(=O)CCCOc2ccc(Cl)cc2Cl)cc1
22: O=[N+]([O-])c1ccc(Nc2ccc(N3CCOCC3)cc2)c([N+](=O)[O-])c1
23: CCOC(=O)c1sc(N)c(C#N)c1CSc1nnc(C2CC2)n1N
24: Cc1[nH]c2ccccc2c1CN1CCN(c2ccccn2)CC1

compound no.,19,20,21,22,23,24
Tau fibril ThT,-1%,-1%,-9%,u,-11%,u
Tau fluor counter,-19%,8%,-8%,u,-12%,u
ALDH1A1 block,-9%,4%,11%,-9%,u,x
Tau FP inhib,-10%,4%,-1%,-1%,0%,9%
GLA spleen mod,2%,-6%,-6%,-5%,5%,4%
TR SRC2 fluor cs,0%,0%,-1%,-7%,0%,-1%
L3MBTL1 block,x,-3%,8%,x,x,-14%
TRb SRC2 PPI,3%,4%,-3%,4%,4%,0%

25: COc1ccc(-n2cc(C(=O)NCc3ccccc3)c3ccccc3c2=O)cc1
26: O=C(NCc1ccccn1)c1ccc(N2CCCC2)c([N+](=O)[O-])c1
27: CCOC(=O)C1CCN(C(=O)CCCOc2ccccc2)CC1
28: O=C(Cn1c(=O)nc(-c2ccccc2)c2cc(Cl)ccc21)NCc1ccc(Cl)cc1
29: O=C(CN1C(=O)CCn2nc(-c3ccccc3)cc21)NCc1ccc(F)cc1
30: O=C(NNC1=C(C(=O)C(F)(F)F)CCC1)c1ccccc1Cl

compound no.,25,26,27,28,29,30
Tau fibril ThT,u,-13%,-7%,u,1%,-10%
Tau fluor counter,-8%,5%,-9%,-8%,-6%,-17%
ALDH1A1 block,x,u,u,x,x,5%
Tau FP inhib,6%,3%,7%,-10%,-1%,-6%
GLA spleen mod,x,-6%,-13%,x,x,-21%
TR SRC2 fluor cs,6%,-1%,-2%,-2%,-5%,1%
L3MBTL1 block,x,-4%,x,x,x,x
TRb SRC2 PPI,3%,7%,3%,-6%,6%,-5%

# Profiles as entered above. Order of screens: Tau fibril ThT	Tau fluor counter	ALDH1A1 block	Tau FP inhib	GLA spleen mod	TR SRC2 fluor cs	L3MBTL1 block	TRb SRC2 PPI
# CCOC(=O)C1CCN(C(=O)CCCOc2ccccc2)CC1 as listed: -7%	-9%	u	7%	-13%	-2%	x	3%
# O=C(CN1C(=O)CCn2nc(-c3ccccc3)cc21)NCc1ccc(F)cc1 as listed: 1%	-6%	x	-1%	x	-5%	x	6%

# (further entries)
31: O=C1Nc2ccc(S(=O)(=O)N3CCCC3)c3cccc1c23
32: Cc1ccc(NC(=O)C2CCCN2C(=O)OC(C)(C)C)cc1C (centres undefined)
33: COc1ccc(OC)c(S(=O)(=O)N2CCC(C(=O)NC(C)c3ccccc3)CC2)c1 (centres undefined)
34: O=c1c2cn[nH]c2[nH]c(=S)n1-c1ccccc1
35: COc1cc(NC(=O)C2CCN(S(=O)(=O)c3ccc4c(c3)oc(=O)n4C)CC2)cc(OC)c1
36: CCCC(=O)NC(=S)Nc1cccc(Cl)c1N1CCCCC1

compound no.,31,32,33,34,35,36
Tau fibril ThT,-10%,-1%,-10%,-15%,4%,-5%
Tau fluor counter,-10%,0%,-11%,-10%,-28%,-13%
ALDH1A1 block,u,x,-5%,u,x,u
Tau FP inhib,-5%,-4%,0%,u,-4%,-4%
GLA spleen mod,13%,0%,-13%,-1%,x,19%
TR SRC2 fluor cs,-3%,-1%,1%,0%,-3%,-1%
L3MBTL1 block,x,x,4%,4%,x,1%
TRb SRC2 PPI,-14%,2%,2%,-4%,-6%,0%

37: CC(C)NC(=O)C1CCN(C2CCN(Cc3nc4ccccc4s3)CC2)CC1
38: Brc1ccc(NCc2nnc3n2CCCCC3)cc1
39: CS(=O)(=O)c1ccc2nc(NC(=O)CN3CCCCCC3)sc2c1
40: CC(=O)c1c(C)[nH]c(C(=O)COC(=O)C2CC2)c1C
41: O=C1CC(C(=O)NC2CCCCC2)C(c2ccccc2)O1 (centres undefined)
42: O=C(CSc1nnc(-c2ccoc2)o1)N1CCOCC1

compound no.,37,38,39,40,41,42
Tau fibril ThT,-10%,-2%,1%,-4%,-8%,1%
Tau fluor counter,-10%,-1%,5%,-3%,-2%,8%
ALDH1A1 block,9%,0%,-9%,7%,-5%,6%
Tau FP inhib,-5%,5%,-3%,-4%,2%,4%
GLA spleen mod,3%,-7%,2%,-2%,-11%,1%
TR SRC2 fluor cs,-7%,2%,-5%,2%,1%,-2%
L3MBTL1 block,12%,x,7%,3%,5%,7%
TRb SRC2 PPI,-3%,-16%,1%,-10%,-3%,-16%

# A run of entries from further up, as a working copy:
39: CS(=O)(=O)c1ccc2nc(NC(=O)CN3CCCCCC3)sc2c1
40: CC(=O)c1c(C)[nH]c(C(=O)COC(=O)C2CC2)c1C

compound no.,39,40
Tau fibril ThT,1%,-4%
Tau fluor counter,5%,-3%
ALDH1A1 block,-9%,7%
Tau FP inhib,-3%,-4%
GLA spleen mod,2%,-2%
TR SRC2 fluor cs,-5%,2%
L3MBTL1 block,7%,3%
TRb SRC2 PPI,1%,-10%

# Following part.
43: CC(C)c1ccc(C(=O)Nc2ccc(N3CCOCC3)cc2)cc1
44: CCOC(=O)/C=C1\CC(C(=O)OCC)Oc2ccccc21 (centres undefined)
45: C#CCOC(=O)Nc1ccc(OCC(F)(F)F)nc1
46: S=C1NCCOCCOCCNC(=S)N2CCOCCOCCN1CCOCCOCC2
47: C=C(C)CC(NCCc1ccccc1)c1ccco1 (centres undefined)
48: CNC(=S)N/N=C/c1cn(CCOc2ccccc2OC)c2ccccc12

compound no.,43,44,45,46,47,48
Tau fibril ThT,-3%,-17%[81.4 µM],-2%,0%,1%,u
Tau fluor counter,-8%,-27%[81.3 µM],3%,0%,-2%,u
ALDH1A1 block,u,0%,4%,2%,u,-3%
Tau FP inhib,1%,-5%[81.3 µM],4%,-1%,3%,u
GLA spleen mod,-8%,5%[119 µM],3%,3%,15%,4%
TR SRC2 fluor cs,-4%,-1%,0%,1%,0%,1%
L3MBTL1 block,-11%,5%,9%,x,-12%,-18%
TRb SRC2 PPI,-7%,8%,-2%,-3%,11%,7%

49: Cc1ccc(-c2nc(C#N)c(NCc3ccco3)o2)cc1
50: COc1ccccc1Nc1nnc(SCc2nnc(-c3cc(OC)c(OC)c(OC)c3)o2)s1
51: CCN(C(=O)COC(=O)/C=C/c1c(C)nn(-c2ccccc2)c1C)C1CCS(=O)(=O)C1 (centres undefined)
52: Clc1ccc(-c2nnc(SCc3nc(-c4ccccc4)no3)o2)cc1
53: COCC1CCN(Cc2cn(Cc3ccccc3)nc2-c2cc3ccccc3o2)CC1

compound no.,49,50,51,52,53
Tau fibril ThT,1%,-17%,x,-16%,5%
Tau fluor counter,-5%,-14%,2%,-22%,6%
ALDH1A1 block,u,u,x,2%,0%
Tau FP inhib,4%,12%,-6%,-5%,2%
GLA spleen mod,1%,1%,3%,3%,-4%
TR SRC2 fluor cs,-1%,1%,0%,-3%,-2%
L3MBTL1 block,3%[11.4 µM],-12%,x,1%,u
TRb SRC2 PPI,-3%,3%,1%,2%,4%
